IDH1 R132H inh = inhibitors of human mutant IDH1 R132H; 0.093% of 390,000 active; Potency, µM (titrated, usually from 76.6 µM), for inactives: top-dose activity change, negative = inhibition, most hits filed as inhibitors; IDH1-R132H enzyme, NADPH consumption, diaphorase/resazurin fluorescence; O75874; note: potency is the fitted concentration of half-maximal effect; % is set by controls: 0 for no effect and ±100 for the full control effect; nearly all actives have a fitted effect of over 65% in size
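IDH1-R132H (0.5 ug/mL) preincubated 30 min with compound, then NADPH (0.016 mM) and alpha-KG (2 mM) added; 80 min at RT, pH 7.5. Remaining NADPH coupled via diaphorase/resazurin to fluorescence (540/590 nm); concentration-response curves normalized to no-enzyme control.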
TRHR enhancer = allosterically enhances the human TRH receptor; P34981; 0.66% of 360,000 active; TRHR cells, fluo-8 calcium fluorescence, EC20 TRH enhancement; enhancement, % at 2 µM; in the data active = enhancement above about 30%; note: 0% is about no effect
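TRHR-expressing cells loaded with fluo-8 calcium dye were read kinetically (ex 480/em 530) during compound addition, then stimulated with an EC20 of TRH (10 nM final). Enhancement of the Gq-mediated intracellular calcium response was scored.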
D2 antagonist = antagonizes the human D2 dopamine receptor; inhibition, % at 10 µM; 2% of 340,000 active; HEK293 TREx D2 cells, calcium flux, dopamine EC80; P14416; in the data active = inhibition above about 30%; note: 0% is about no effect
Target sequence (P14416 whole entry, looked up): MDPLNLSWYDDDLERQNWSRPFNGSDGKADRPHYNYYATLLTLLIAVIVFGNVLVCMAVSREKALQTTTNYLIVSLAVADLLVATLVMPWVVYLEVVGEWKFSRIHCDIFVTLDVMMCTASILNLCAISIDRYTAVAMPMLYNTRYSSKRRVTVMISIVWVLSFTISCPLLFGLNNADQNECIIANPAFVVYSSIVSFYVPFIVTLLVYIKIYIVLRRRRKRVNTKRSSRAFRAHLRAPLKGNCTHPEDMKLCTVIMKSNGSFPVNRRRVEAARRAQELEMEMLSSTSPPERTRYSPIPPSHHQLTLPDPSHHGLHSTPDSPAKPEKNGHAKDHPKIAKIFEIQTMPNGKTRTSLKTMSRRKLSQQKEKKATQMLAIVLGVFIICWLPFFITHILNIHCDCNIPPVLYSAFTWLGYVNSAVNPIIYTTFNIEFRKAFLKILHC
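Antagonism is scored as inhibition of an EC80 dopamine-evoked calcium signal in a force-coupled, tetracycline-inducible HEK293 T-REx D2 line, with compound present 180 s before agonist.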
D2 ag = agonists of human D2 dopamine receptor. HEK293 T-REx D2 cells, calcium flux agonist mode. activation, % at 2 µM. 0.53% of 340,000 active;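 active = activation over 3 SD above normal in the single-dose calcium agonist read, cut at about 30% in these data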; note: 0% is about no effect
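In this primary screen, compounds producing a positive calcium signal within 180 s of addition to tetracycline-induced, force-coupled HEK293 Trex D2 cells are flagged; cells are dye-loaded with a no-wash calcium kit beforehand.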
USP1-UAF1 inh = USP1/UAF1 (human) deubiquitinase inhibition | recombinant USP1/UAF1, Ub-Rhodamine cleavage fluorescence | O94782 | Potency, µM (series often up to 57.1 µM), for the others: at the highest dose activity change, negative = inhibition, usual class: inhibitors | 0.23% of 390,000 active; note: potency is the fitted concentration of half-maximal effect; % is set by controls: 0 for no effect and ±100 for the full control effect; nearly all actives have a fitted effect of over 60% in size; inactives centre near -12
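High-throughput fluorogenic screen: 1nM USP1/UAF1 complex, Ub-Rho substrate 150nM final, 50mM HEPES pH 7.8 with 0.5mM EDTA, 0.1 mg/ml BSA, 1mM TCEP and 0.01% Tween-20.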
TRHR ag = TRH receptor (human) agonism; TRHR cells, calcium flux fluo-8, FDSS agonist mode; activation, % at 2 µM; 0.18% of 360,000 active; AID 493084; in the data active = activation above about 30%; note: 0% is about no effect
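Steps: seed TRHR cells overnight; add fluo-8 no-wash Ca dye, RT 30 min–1.5 h; record 10 s baseline; pin-transfer compounds; monitor fluorescence 1 cycle/s for the agonist window. Calcium increases flag candidate agonists.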
TrxR1 inh = blocks rat thioredoxin reductase 1 | O89049 | recombinant rTrxR1, NADPH fluorescence consumption, selenite substrate | Potency, µM (titrated, usually from 114 µM), inactives show at the top dose activity change, negative = inhibition, usual class: inhibitors | 1% of 390,000 active | AID 588453; note: potency is the fitted concentration of half-maximal effect; % is set by controls: 0 for no effect and ±100 for the full control effect; nearly all actives have a fitted effect of over 65% in size
Target sequence (O89049 whole entry, looked up): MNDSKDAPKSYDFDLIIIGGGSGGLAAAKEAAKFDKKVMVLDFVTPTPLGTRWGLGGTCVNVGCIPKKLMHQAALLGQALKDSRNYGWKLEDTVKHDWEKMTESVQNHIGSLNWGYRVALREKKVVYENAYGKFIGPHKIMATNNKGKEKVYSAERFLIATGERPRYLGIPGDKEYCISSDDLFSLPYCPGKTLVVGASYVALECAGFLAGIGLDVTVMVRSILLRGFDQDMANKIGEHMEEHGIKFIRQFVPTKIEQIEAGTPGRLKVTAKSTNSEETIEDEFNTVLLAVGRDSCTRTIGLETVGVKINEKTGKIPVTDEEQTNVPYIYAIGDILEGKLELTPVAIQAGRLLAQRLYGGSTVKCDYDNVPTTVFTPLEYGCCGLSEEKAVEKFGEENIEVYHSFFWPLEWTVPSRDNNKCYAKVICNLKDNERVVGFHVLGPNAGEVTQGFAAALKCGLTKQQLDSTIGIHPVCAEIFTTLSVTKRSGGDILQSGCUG
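Rat TrxR1 (90 nM in the dispensed reagent) was pre-reduced with 400 uM NADPH for 5 min at room temperature, then incubated with compound for 15 min. After 400 uM selenite was added, NADPH fluorescence (Ex 340/Em 450 nm) was followed for 8 min.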
Pin1 inh = human Pin1 inhibition. Potency, µM (series often up to 115 µM), for inactives: at the top dose activity, negative = inhibition, usual class: inhibitors. Q13526. 0.009% of 390,000 active. Pin1 FP peptide displacement, HiFluor488, 10 min; active = well fitted inhibition curve with a large enough effect in the polarisation, with a control signal flat, not every such curve was filed as active; inconclusive = small, poorly fitted or top-dose-only effect, or effect the other way, or a change in a side signal; inactive = no such curve, though single readings can be large or run the other way; the % refers to the polarisation; note: potency is the fitted concentration of half-maximal effect; % is set by controls: 0 for no effect and ±100 for the full control effect
Target sequence (Q13526 whole entry, looked up): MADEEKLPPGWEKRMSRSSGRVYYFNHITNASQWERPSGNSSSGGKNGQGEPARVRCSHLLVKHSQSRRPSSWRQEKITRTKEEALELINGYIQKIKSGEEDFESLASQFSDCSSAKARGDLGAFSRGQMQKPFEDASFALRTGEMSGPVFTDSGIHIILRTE
TrxR1 substrate = substrates of rat thioredoxin reductase 1; O89049; purified TrxR1 substrate turnover, NADPH consumption readout; Potency, µM (series often up to 114 µM), for the others: top-dose activity change, negative = substrate turnover; 0.01% of 390,000 active; note: potency is the fitted concentration of half-maximal effect; % is set by controls: 0 for no effect and ±100 for the full control effect; nearly all actives have a fitted effect of over 50% in size
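Rat TrxR1, dispensed at 90 nM, was prereduced with 400 uM NADPH (final) for 5 min at ~22 deg C, then incubated with compound 15 min before 400 uM selenite. A first-read NADPH fluorescence drop versus no-compound background flagged substrates.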
* marks the source's active call; other numbers are inactive results; [ ] = remark or other dose. Unless noted, calls come from the whole dose curve; as a rule, active = well fitted inhibition curve with a large enough effect; inconclusive = small, poorly fitted or top-dose-only effect; inactive = no such curve, though single readings can be large or run the other way. The list is partial; the hit share may differ from the screen's.

`COc1ccc(N2CCN(CCCNC(=O)Nc3ccccc3Cl)CC2)cc1` gave IDH1 R132H inh -2%, TRHR enhancer -1, D2 ag 1.2, USP1-UAF1 inh -26%, TRHR ag -0.6, TrxR1 inh -1%, Pin1 inh -5% and TrxR1 substrate -5%.
For CCOc1ccc(/C=C/C(=O)c2c(O)cc(C)oc2=O)cc1 the results were IDH1 R132H inh 3%, TRHR enhancer 12, D2 antagonist 3, D2 ag 0.1, USP1-UAF1 inh -17%, TRHR ag 1.6, TrxR1 inh -12%, Pin1 inh inconclusive and TrxR1 substrate -10%.
For COc1ccc2nc(-c3ccc(N)cc3)[nH]c2c1 the results were IDH1 R132H inh 4%, TRHR enhancer 28, USP1-UAF1 inh -21%, TRHR ag -0.1, TrxR1 inh -22%, Pin1 inh inconclusive and TrxR1 substrate 387%[activator].
`O=C(Cn1cc2c(n1)CCCC2)N1CCc2ccccc21` gave IDH1 R132H inh -8%, TRHR enhancer -2, D2 antagonist -14, D2 ag 2.8, USP1-UAF1 inh -18%, TRHR ag 0.2, TrxR1 inh 17%[57.1 µM], Pin1 inh 8% and TrxR1 substrate 11%[57.1 µM].
O=c1[nH]nc(Cc2ccc(Cl)cc2Cl)c2ccccc12 was read as IDH1 R132H inh 9%, TRHR enhancer 11, D2 antagonist -5, D2 ag 0.2, USP1-UAF1 inh -11%, TRHR ag -1.1, TrxR1 inh 5%, Pin1 inh -2% and TrxR1 substrate 0%.
CCN(Cc1ccccc1)C(=O)CSc1n[nH]c(N)n1 was read as IDH1 R132H inh 10%, TRHR enhancer -1, D2 antagonist 16, D2 ag 1.3, USP1-UAF1 inh -16%, TRHR ag 2.3, TrxR1 inh 15%, Pin1 inh -10% and TrxR1 substrate 3%.
`COc1cccc(CNC(=O)CSc2nc(=O)[nH]c3c2CCCC3)c1` gave IDH1 R132H inh -2%, TRHR enhancer 7, D2 ag 0.3, USP1-UAF1 inh -4%, TRHR ag -0.1, TrxR1 inh 21%[57.1 µM], Pin1 inh -6% and TrxR1 substrate 5%[57.1 µM].
`Cc1cc(C)cc(C(=O)NC(CC(N)=O)c2ccc(NCCN3CCOCC3)c([N+](=O)[O-])c2)c1` (stereo not given) gave IDH1 R132H inh -2%, TRHR enhancer 4, D2 antagonist -1, D2 ag 0.0, USP1-UAF1 inh -18%, TRHR ag 0.4, TrxR1 inh 20%[57.1 µM], Pin1 inh -4% and TrxR1 substrate 8%[57.1 µM].
Screening O=C(CCN1C(=O)C2C3C=CC(C4CC34)C2C1=O)OCC(=O)c1ccccc1 (stereo not given) returned IDH1 R132H inh 7%, TRHR enhancer -1, D2 antagonist -3, D2 ag -0.2, USP1-UAF1 inh -11%, TRHR ag -0.9, TrxR1 inh -14%, Pin1 inh 0% and TrxR1 substrate -10%.
Screening O=C1C=C(c2cccc(Cl)c2O)C[C@@H](c2ccc(Cl)cc2)C1 returned IDH1 R132H inh -2%, TRHR enhancer -2, D2 antagonist -1, D2 ag -0.4, USP1-UAF1 inh -7%, TRHR ag 3.0, TrxR1 inh 6%, Pin1 inh 3% and TrxR1 substrate -3%.
CSc1ccccc1NC(=O)CN(C)C(=O)c1ccc(-n2cccn2)cc1 was read as IDH1 R132H inh 13%, TRHR enhancer -5, USP1-UAF1 inh -11%, TRHR ag -0.8, TrxR1 inh 17%, Pin1 inh 0% and TrxR1 substrate 2%.
For NC(=O)C1CCN(C2=C(Cl)C(=O)c3ccccc3C2=O)CC1 the results were IDH1 R132H inh 25%, TRHR enhancer 12, D2 antagonist -15, D2 ag 0.1, USP1-UAF1 inh 32µM*, TRHR ag -0.2, TrxR1 inh 1µM*, Pin1 inh -10% and TrxR1 substrate -15%.
`COc1ccccc1CC(=O)Nc1ccc(S(=O)(=O)N2CCN(C)CC2)cc1` gave IDH1 R132H inh 7%, TRHR enhancer -3, D2 antagonist 0, D2 ag 1.1, USP1-UAF1 inh -14%, TRHR ag 0.1, TrxR1 inh 4%, Pin1 inh -1% and TrxR1 substrate 1%.
`Cc1ccc(-c2nc3c(c(=O)[nH]c(=O)n3Cc3ccccc3)n2Cc2ccccc2)o1` gave IDH1 R132H inh -3%, TRHR enhancer -6, D2 antagonist 6, D2 ag 0.3, USP1-UAF1 inh -20%, TRHR ag -0.2, TrxR1 inh -50%, Pin1 inh inconclusive and TrxR1 substrate 27%[57.1 µM].
`O=C(C1COc2ccccc2O1)N1CCCC1` (stereo not given) gave IDH1 R132H inh 5%, TRHR enhancer 1, D2 antagonist -6, D2 ag 0.8, USP1-UAF1 inh -26%, TRHR ag -0.2, TrxR1 inh 12%, Pin1 inh 0% and TrxR1 substrate 0%.
For CC(=O)N1CCN(C(=O)C(Cc2c[nH]c3ccccc23)NC(=O)c2ccccc2Cl)CC1 (stereo not given) the results were IDH1 R132H inh 5%, TRHR enhancer 7, D2 antagonist 10, D2 ag 0.3, USP1-UAF1 inh -11%, TRHR ag 0.3, TrxR1 inh 1%, Pin1 inh -1% and TrxR1 substrate 0%.
Screening CCOC(=O)[C@@H]1[C@H]2COc3ccc(Br)cc3[C@@H]2N2C(=O)N(c3cccc(F)c3)C(=O)[C@]12C returned IDH1 R132H inh 8%, USP1-UAF1 inh inconclusive, TrxR1 inh 32%[57.1 µM], Pin1 inh 2% and TrxR1 substrate 4%[57.1 µM].
Screening COc1cc(OC)cc(C(=O)Nc2ccc3oc(-c4ccccc4C)nc3c2)c1 returned IDH1 R132H inh -3%, TRHR enhancer -8, D2 ag -0.9, USP1-UAF1 inh -19%, TRHR ag 0.3, TrxR1 inh 21%, Pin1 inh 35%[activator] and TrxR1 substrate 8%.
Screening CC1(C)CC2(CC(c3ccc(F)cc3)c3ccc(O)cc3O2)NC(=S)N1 (stereo not given) returned IDH1 R132H inh -8%, TRHR enhancer 7, D2 antagonist 6, D2 ag 2.8, USP1-UAF1 inh -2%, TRHR ag 0.2, TrxR1 inh 3%, Pin1 inh -4% and TrxR1 substrate -7%.
Cc1nn(C)c(C)c1S(=O)(=O)N(CC(=O)Nc1nccs1)c1ccc(C(C)C)cc1 was read as IDH1 R132H inh 3%, TRHR enhancer 14, D2 antagonist -7, D2 ag 0.3, USP1-UAF1 inh -12%, TRHR ag 0.1, TrxR1 inh 12%, Pin1 inh -2% and TrxR1 substrate 6%.

An excerpt taken from the entries so far, as a working copy:
`COc1ccc(N2CCN(CCCNC(=O)Nc3ccccc3Cl)CC2)cc1` gave IDH1 R132H inh -2%, TRHR enhancer -1, D2 ag 1.2, USP1-UAF1 inh -26%, TRHR ag -0.6, TrxR1 inh -1%, Pin1 inh -5% and TrxR1 substrate -5%.
For CCOc1ccc(/C=C/C(=O)c2c(O)cc(C)oc2=O)cc1 the results were IDH1 R132H inh 3%, TRHR enhancer 12, D2 antagonist 3, D2 ag 0.1, USP1-UAF1 inh -17%, TRHR ag 1.6, TrxR1 inh -12%, Pin1 inh inconclusive and TrxR1 substrate -10%.

Returning to the listing, repeating the 2 entries before the break.
Screening CC1(C)CC2(CC(c3ccc(F)cc3)c3ccc(O)cc3O2)NC(=S)N1 (stereo not given) returned IDH1 R132H inh -8%, TRHR enhancer 7, D2 antagonist 6, D2 ag 2.8, USP1-UAF1 inh -2%, TRHR ag 0.2, TrxR1 inh 3%, Pin1 inh -4% and TrxR1 substrate -7%.
Cc1nn(C)c(C)c1S(=O)(=O)N(CC(=O)Nc1nccs1)c1ccc(C(C)C)cc1 was read as IDH1 R132H inh 3%, TRHR enhancer 14, D2 antagonist -7, D2 ag 0.3, USP1-UAF1 inh -12%, TRHR ag 0.1, TrxR1 inh 12%, Pin1 inh -2% and TrxR1 substrate 6%.
For COc1ccc(S(=O)(=O)NCCc2ccccc2)cc1OC the results were IDH1 R132H inh 5%, TRHR enhancer 8, D2 antagonist 2, D2 ag 0.2, USP1-UAF1 inh -1%, TRHR ag -0.2, TrxR1 inh 13%[57.1 µM], Pin1 inh -11% and TrxR1 substrate 6%[57.1 µM].
For COc1cc(C2CC(c3cccs3)=NN2C(=O)CCl)ccc1OC(F)F (stereo not given) the results were IDH1 R132H inh 8%, TRHR enhancer 21, D2 antagonist 6, D2 ag 2.6, USP1-UAF1 inh -17%, TRHR ag -0.4, TrxR1 inh 7.9µM*, Pin1 inh 64%[activator] and TrxR1 substrate 6%.
For N#CCCn1cc(C(=O)Nc2ccc([N+](=O)[O-])cc2)c(-c2cc3ccccc3o2)n1 the results were IDH1 R132H inh -6%, TRHR enhancer -1, D2 antagonist -8, D2 ag 0.3, USP1-UAF1 inh -17%, TRHR ag 1.8, TrxR1 inh 9%, Pin1 inh 5% and TrxR1 substrate -6%.
For Cc1ccc(NC(=O)NC2=NN(c3ccccc3)C(=O)/C2=C2/CCCN2C)cc1 the results were IDH1 R132H inh -6%, TRHR enhancer 2, D2 antagonist -6, D2 ag -1.1, USP1-UAF1 inh -13%, TRHR ag -0.3, TrxR1 inh -11%, Pin1 inh 3% and TrxR1 substrate -9%.
COc1ccc(CNC(=O)CSc2ncc(S(=O)(=O)c3ccc(Br)cc3)c(=O)[nH]2)cc1 was read as IDH1 R132H inh -18%, TRHR enhancer -9, USP1-UAF1 inh -21%, TRHR ag 1.2, TrxR1 inh 4%, Pin1 inh 3% and TrxR1 substrate -4%.
CN(C(=O)COC(=O)c1cccnc1Nc1ccccc1F)C1CCS(=O)(=O)C1 (stereo not given) was read as IDH1 R132H inh -3%, TRHR enhancer -2, D2 antagonist 9, D2 ag -0.9, USP1-UAF1 inh -11%, TRHR ag -1.5, TrxR1 inh 10%, Pin1 inh -3% and TrxR1 substrate -2%.
For N#Cc1ccsc1NC(=O)COC(=O)CCS(=O)(=O)c1ccccc1 the results were IDH1 R132H inh 0%, USP1-UAF1 inh 0%, TrxR1 inh -2%[2.29 µM], Pin1 inh 13% and TrxR1 substrate 3%[57.1 µM].
Screening CN(C)c1ccc(NC(=O)c2ccc3c(c2)nnn3C)cc1 returned IDH1 R132H inh 0%, TRHR enhancer -7, D2 antagonist 25, D2 ag 0.6, USP1-UAF1 inh -2%, TRHR ag 0.2, TrxR1 inh 6%, Pin1 inh -1% and TrxR1 substrate 0%.
